Screens: PubChem, National Center for Advancing Translational Sciences (NCATS)
KDM4E inh: qHTS Assay for Inhibitors of Human Jumonji Domain Containing 2E (JMJD2E) | Lysine-specific demethylase 4E (Homo sapiens), B2RXH2 | JMJD2E catalytic domain, FDH-coupled NADH fluorescence (FDH is formaldehyde dehydrogenase) | Potency, µM (series often up to 57.1 µM), without a hit: top-dose activity change, negative = inhibition, usual class: inhibitors | actives 1.6% (n = 230,000) | AID 2147, 2009; active means well fitted inhibition curve with a large enough effect, not every such curve was filed as active; inconclusive means small, poorly fitted or top-dose-only effect, or another doubt; inactive means no such curve, though single readings can be large or run the other way;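 further: 0% = wells with enzyme and -100% = buffer wells without enzyme; nearly all actives have a fitted effect of over 50% in size; many of its hits are not listed in these tables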
ALDH1A1 block: qHTS Assay for Inhibitors of Aldehyde Dehydrogenase 1 (ALDH1A1). Aldehyde dehydrogenase 1A1 (Homo sapiens), P00352. Purified ALDH1A1, NADH fluorescence, propionaldehyde substrate. Potency, µM (titrated, usually from 75.3 µM), inactives show at the highest dose activity, negative = inhibition, most hits filed as inhibitors. actives 7.3% (n = 220,000). AID 1030, 2008; active means well fitted inhibition curve with a large enough effect, not every such curve was filed as active; inconclusive means small, poorly fitted or top-dose-only effect, or another doubt; inactive means no such curve, though single readings can be large or run the other way;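 further: plate controls were no enzyme wells and a reference inhibitor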
Lamin A splicing: qHTS Assay for Modulators of Lamin A Splicing. Potency, µM (series often up to 46.1 µM), without a hit: at the top dose ratio change, negative = inhibition, hits mostly inhibitors. actives 0.01% (n = 200,000). HeLa LMNA splicing GFP/RFP minigene ratio, 48 h; active means well fitted inhibition curve with a large enough effect in the signal ratio, with a control signal flat, not every such curve was filed as active; inconclusive means small, poorly fitted or top-dose-only effect, or effect the other way, or a change in a side signal; the % refers to the signal ratio; further: on the % scale 0 is the no-effect control and ±100 the full control effect
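Read-out is the ratio of GFP to DsRed2 object intensity, acquired by 488 nm laser-scanning cytometry on HeLa lamin A-EGFP minigene reporter cells. Compound incubation 48 hrs at 37 °C in Opti-MEM with 2% FBS; DMSO 0.5% final.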
Tau fibril ThT: qHTS for Inhibitors of Tau Fibril Formation, Thioflavin T Binding; Microtubule-associated protein tau (Homo sapiens), P10636; recombinant tau K18 P301L (four-repeat tau fragment), heparin-induced fibrillization, ThT fluorescence; Potency, µM (titrated, usually from 57.4 µM), for the others: at the highest dose activity, negative = inhibition, most hits filed as inhibitors; actives 2.1% (n = 270,000); AID 1460, 2008; further: on the % scale 0 is the no-effect control and ±100 the full control effect; nearly all actives have a fitted effect of over 55% in size
Target sequence (P10636 561-689 P618L limits assumed): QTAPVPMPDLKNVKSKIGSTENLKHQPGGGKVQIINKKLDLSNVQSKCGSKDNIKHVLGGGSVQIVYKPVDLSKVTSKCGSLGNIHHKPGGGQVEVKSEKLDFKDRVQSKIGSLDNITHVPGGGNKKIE
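Aggregation was driven by heparin (20 uM final) acting on recombinant tau […] bearing P301L in 100 mM sodium acetate pH 7; fibrils were detected with Thioflavin T.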
SMN2 splice up: qHTS Assay for Enhancers of SMN2 Splice Variant Expression | HEK293 SMN2-luciferase splicing reporter, luminescence, 30-36 h | actives 2.8% (n = 210,000) | Potency, µM (series often up to 46.1 µM), for the others: at the highest dose activity change, positive = activation, actives largely listed as activators; further: % of control where 0% means no effect; nearly all actives have a fitted effect of over 55% in size
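HEK293 cells carry an SMN2 minigene-luciferase reporter in which exon 7 inclusion puts luciferase in frame. Cells were seeded at 2000 cells/well, attached for 10-12 hours, then exposed to compounds for 30-36 hours at 37C before ONE-Glo luminescence.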
KinaseGlo FLuc: Counterscreen for Luciferase (Kinase-Glo TM) Inhibition | Kinase-Glo luciferase, ATP luminescence, 8 min | Potency, µM (series often up to 38.3 µM), inactives show at the highest dose activity change, negative = inhibition, usual class: inhibitors | actives 0.28% (n = 200,000) | Luciferin 4-monooxygenase (Photuris pensylvanica), Q27757 | AID 1379, 2008; further: on the % scale 0 is the no-effect control and ±100 the full control effect; nearly all actives have a fitted effect of over 60% in size
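Substrate mix (final 50 mM imidazole pH 7.2, 50 mM KCl, 7 mM MgCl2, 10 uM ATP, 0.01% Tween 20, 0.05% BSA) plus pin-tool compound, then Kinase-Glo detection mix; 8 min ambient, luminescence read.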
RECQ1 helicase: qHTS Assay for Inhibitors of RecQ-Like Dna Helicase 1 (RECQ1); actives 0.54% (n = 240,000); AID 2549, 2010; ATP-dependent DNA helicase Q1 (Homo sapiens), P46063; Potency, µM (top dose mostly 57.3 µM), for the others: at the highest dose activity, negative = inhibition, most hits filed as inhibitors; RECQ1 DNA unwinding, red fluorescence kinetic read;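 further: plate controls were vehicle for no effect and no enzyme for full effect; nearly all actives have a fitted effect of over 30% in size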
Target sequence (P46063 whole entry, looked up): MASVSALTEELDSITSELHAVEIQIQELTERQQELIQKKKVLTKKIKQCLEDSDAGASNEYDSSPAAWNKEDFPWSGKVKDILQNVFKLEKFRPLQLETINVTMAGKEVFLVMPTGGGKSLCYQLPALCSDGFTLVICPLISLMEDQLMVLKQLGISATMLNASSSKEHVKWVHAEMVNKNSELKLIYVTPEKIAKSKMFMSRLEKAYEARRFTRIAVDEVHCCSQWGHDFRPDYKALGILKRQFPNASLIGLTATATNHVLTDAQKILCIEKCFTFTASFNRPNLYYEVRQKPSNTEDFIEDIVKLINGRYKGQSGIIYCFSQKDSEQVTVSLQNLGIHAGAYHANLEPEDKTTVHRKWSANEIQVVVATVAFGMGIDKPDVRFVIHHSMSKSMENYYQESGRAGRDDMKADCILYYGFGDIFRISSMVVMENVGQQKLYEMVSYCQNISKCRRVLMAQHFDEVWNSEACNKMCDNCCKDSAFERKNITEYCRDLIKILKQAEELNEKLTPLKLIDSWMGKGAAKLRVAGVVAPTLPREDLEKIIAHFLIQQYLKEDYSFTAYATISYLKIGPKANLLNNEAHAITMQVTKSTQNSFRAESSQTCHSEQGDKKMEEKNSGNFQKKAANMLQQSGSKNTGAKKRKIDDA
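50 nM RECQ1T1 preincubated 15 min with compound in Tris pH 8.0 buffer with MgCl2, DTT, Tween-20 and 2.5 ug/ml poly(dI-dC); started with 200 nM TAMRA/BHQ-2 forked duplex and 2 mM ATP. Unwinding read as fluorescence (525/598 nm), two reads 2 h apart.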
L3MBTL1 block: qHTS Assay for the Inhibitors of L3MBTL1 | AlphaScreen L3MBTL1–H3K9me1 peptide binding | actives 0.66% (n = 230,000) | Potency, µM (top dose mostly 57.1 µM), for the others: at the top dose activity, negative = inhibition, usual class: inhibitors | Lethal(3)malignant brain tumor-like protein 1 (Homo sapiens), Q9Y468 | AID 485360, 2010; further: on the % scale 0 is the no-effect control and ±100 the full control effect; nearly all actives have a fitted effect of over 60% in size
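L3MBTL1 (50 nM) pre-complexed 30 min with biotinylated H3(1-15)K9me1 peptide (75 nM), then compounds added for 30 min at room temperature; AlphaScreen streptavidin donor/nickel chelate acceptor beads (10 ug/mL final) read after 30 min dark incubation.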
An asterisk follows results filed as active; i = inactive; u = inconclusive; x = not tested or not shown; [ ] = another dose, or the depositor's remark. Unless noted, the call rests on the fitted dose curve; in most records, active means well fitted curve in the direction sought with a large enough effect; inconclusive means small, poorly fitted or top-dose-only effect, or another doubt; inactive means no such curve, though single readings can be large; an effect the other way counts as inactive or inconclusive. Potency means the concentration at half of the fitted maximal effect. The list is partial; rates above refer to the full screens.

SMILES,KDM4E inh,ALDH1A1 block,Lamin A splicing,Tau fibril ThT,SMN2 splice up,KinaseGlo FLuc,RECQ1 helicase,L3MBTL1 block
COc1cccc([C@@H]2Oc3ccc(Br)cc3C[C@H]2OC(=O)N[C@H](C)C2CCCCC2)c1,9%,4%,x,-5%,2%,2%,-2%,x
CCc1nc(NCC2CCCN2CC)c2nnn(Cc3ccccc3F)c2n1 (stereo unspecified),1%,1%,11%,-5%,-5%,-1%,i,3%
CNC(=S)N(Cc1ccc(OC)cc1)C1CC(=O)N(c2ccc(Cl)cc2)C1=O (stereo unspecified),3%,u,-1%,11%,-17%,4%,-5%,51%[activator]
COc1ccc2c(c1OC)C(=O)N1N=C(c3ccccc3)CC21 (stereo unspecified),-1%,-4%,-5%,u,9%,0%,3%,3%
N#Cc1ccc(C(=O)Nc2cccc(NC(=O)c3ccco3)c2)c(F)c1,-6%,0%,x,u,-7%,-4%,20%,9%
O=C(O)COc1ccccc1C1C2C(=O)N(c3ccc(F)cc3)C(=O)C2ON1c1ccccc1 (stereo unspecified),-14%,0%,-9%,-8%,-21%,3%,7%,4%
CC(=O)c1sc(-c2cccc(Cl)c2)nc1C,-15%,10%,u,-6%,18%,0%,i,22%
COc1cc(S(=O)(=O)NC2CCCCC2)c(C)cc1C,4%,-4%,x,3%,6%,0%,i,-2%[11.4 µM]
CC(=O)N(CCP(=O)(c1ccccc1)c1ccccc1)Cc1ccco1,4%,-18%,11%,-6%,5%,-3%,-7%,-1%
CSC1=NC(C)N2C(SC)=NC(C)N12 (stereo unspecified),-4%,-7%,x,1%,x,x,-9%,-2%
CC(=O)Nc1cc(C(=O)N2CCOCC2)ccc1S(=O)(=O)c1ccc(C)cc1,-9%,6%,-4%[0.0737 µM],-3%,0%,0%,-7%,6%
O=C(O)C(NS(=O)(=O)c1ccc(F)cc1)c1ccccc1 (stereo unspecified),2%,9%,-25%[46 µM],4%,6%,2%,i,-2%
COc1ccc(C(=O)NCCNC(=O)c2cc(OCC(F)(F)F)ccc2OCC(F)(F)F)cc1,0%,-2%,14%,-1%,-16%,12%,7%,x
O=C(NCc1ccco1)c1cc(C(=O)C2CC2)c[nH]1,4%,-12%,8%,-7%,-17%,-5%,-6%,-3%
COc1cc(C)c(/C=C/C(C)=C/C=C/C(C)=C/C(=O)O)c(C)c1C,x,u,u,25µM*,u,x,-23%,x
O=C(Nc1cnc2ccccn2c1=O)c1ccc(F)cc1,-14%,u,0%,-8%,11µM*,-9%,1%,8%
CCN1CCN(CC(O)COCc2cc(OC)c(OC)c(OC)c2)CC1 (stereo unspecified),1%,-1%,8%[46 µM],-3%,10%,0%,-13%,3%
CC(=O)c1ccc(N2CCN(S(=O)(=O)c3c(C)[nH]c(=O)[nH]c3=O)CC2)cc1,u,15%,x,5%,-1%,-2%,i,6%
CCC(=O)NCCc1nc2cc(NC(=O)c3ccc(OC)cc3)ccc2n1C,-2%,-10%,-11%,-11%,13µM*,-3%,-2%,x
O=C(N1CCN(CCO)CC1)N1c2ccccc2CCc2ccccc21,3%,x,x,7%,x,x,-5%,-1%
COc1ccc(C2NC(=O)NC(C)=C2C(C)=O)cc1 (stereo unspecified),u,u,5%,-4%,-1%,3%,-7%,-19%
C#C[C@]1(O)CCC2C3CCC4=CC(=O)CCC4C3CC[C@@]21C (stereo partly specified),12%,u,u,-1%,6%,-3%,i,x
N#C/C(=C\c1cccc(Cl)c1)c1n[nH]c(Cn2cncn2)n1,u,-7%,0%,-8%,-2%,0%,i,x
Cc1ccccc1-c1nc(CS(=O)(=O)CC(=O)N(C)C2CCCCC2)c(C)o1,7%,-3%,u,u,-52%[inhibitor],1%,-2%,-1%
O=C(c1ccccc1)N1CCCCCC1,0%,7%,-6%,-7%,-13%,3%,-6%,2%
Cc1ccc(N=Cc2c(C)[nH]n(-c3nc4ccccc4[nH]3)c2=O)cc1,u,-5%,12%,u,-8%,5µM*,-1%,-5%
CCOC(=O)C1CCCN(c2c(NCc3ccco3)c(=O)c2=O)C1 (stereo unspecified),4%,4%,-5%,5%,-2%,2%,-13%,-5%
COc1ccccc1NC(=O)Cn1nc(-c2ccncc2)nc1SCC(=O)NC1CCCC1,2%,2%,u,-12%,7%,-1%,1%,x
O=C(O)CCSc1nnc(COc2ccc([N+](=O)[O-])cc2)n1-c1ccccc1,-34%,-10%,6%[46 µM],-11%,x,-2%,-1%,3%
O=C(c1ccco1)N1CCN(CC2CC3C=CC2C3)CC1 (stereo unspecified),u,u,6%,-10%,4%,2%,-11%,-1%
Fc1ccc(NC(=S)NN2CCOCC2)cc1Cl,-2%,-5%,u,-6%,4%,1%,-12%,2%
Cc1ccnc(N(C(=O)c2cccs2)C(=O)c2cccs2)c1,9%,-4%,-8%,-6%,13µM*,u,-3%,4%
Cc1nc2sccc2c(=O)n1N,7%,6%,x,-10%,18%,0%,-3%,x
NC(=O)c1ccsc1NC(=O)c1ccc(S(=O)(=O)N2CCCc3ccccc32)cc1,u,-16%,u,-3%,-49%[inhibitor],1%,0%,-4%
COC(=O)c1c(NC(=O)COC(=O)[C@@H](NS(=O)(=O)c2ccc(C)cc2)C(C)C)sc2c1CCC2,1%,u,u,-13%,-5%,0%,i,-13%
COC(=O)c1ccc(OCC(=O)c2cccc(OC)c2)cc1,13%,-16%,6%,15%,5.6µM*,-5%,3%,16%
CCO[C@H]1OC(C(=O)N2CCN(Cc3ccccc3)CC2)=C[C@@H](C)[C@@H]1CCCO,1%,-6%,x,3%,x,x,i,7%
CN(CC(=O)NC1CCCCC1)S(=O)(=O)c1ccc(Cl)cc1,-9%,1%,-4%,7%,-1%,-1%,-2%,-9%
Cc1[nH]c(=O)c(C#N)c(C)c1Cc1ccc(Cl)cc1Cl,u,-3%,x,6%,x,-2%,i,44%[activator]
C=CCC(Nc1ccccc1)c1ccc(OC)c(OC)c1 (stereo unspecified),8%,x,x,-9%,x,x,-3%,-13%
O=C(O)CCSCc1ccccc1F,8%,5%,6%,-2%,15%,0%,i,x
CCCOc1ccc(C(=O)N2CCN(c3ccc(NC(=O)CC)cc3Cl)CC2)cc1,4%,u,u,u,-45%[inhibitor],2%,-1%,-3%
COc1ccc(N2CCN(C(=O)CCC(=O)c3cc(C)sc3C)CC2)cc1,-29%,-12%,x,u,-22%,-2%,-8%,-1%
Cc1cccc(OCC(=O)NC(Cc2ccccc2)C(=O)O)c1 (stereo unspecified),2%,6%,-2%,-7%,15%,2%,-1%,8%
CCOC(=O)C(CC)Sc1ncnc2nc[nH]c12 (stereo unspecified),-4%,1%,-7%,4%,-14%,1%,i,-13%
Cc1ccc(S(=O)(=O)Cn2nnnc2C(c2ccccn2)N2CCN(c3ccccc3)CC2)cc1 (stereo unspecified),-16%,-7%,15%,-7%,-7%,-4%,-4%,-8%
COc1c(Cl)cnn(-c2ccc(C)cc2)c1=O,4%,u,8%,-8%,-2%,-2%,-10%,1%
CC(Sc1nncs1)C(=O)NCC(=O)Nc1ccc(F)c(F)c1F (stereo unspecified),6%,17%,-10%[46 µM],-3%,23%,3%,i,1%
O=C1CCC/C(=N\NC(=O)c2ccc(COc3cccc4cccnc34)cc2)C1,u,0%,1%,u,-11%,2%,u,u
COc1ccc(NC(=S)NCc2ccco2)cc1,5%,-1%,11%,6%,23%,-7%,i,-1%
CNS(=O)(=O)c1cccc(C(=O)NCC2(N3CCOCC3)CCCCC2)c1,-1%,0%,-21%[46 µM],-3%,13%,4%,-11%,-2%
COc1ccc(C(=O)CSc2nnc(CN3CCCCC3)n2-c2ccc(F)cc2)cc1,2%,u,-6%,-4%,-21%,0%,-12%,3%
OC(CNCc1cccc(Cl)c1)c1ccccc1 (stereo unspecified),-6%,-3%,u,-8%,-7%,2%,i,-1%
CC(=O)Nc1ccc(NC(=O)Cn2cnc3c(nnn3Cc3ccc(F)cc3)c2=O)cc1,-5%,11µM*,x,6%,22%,4%,7%,-1%
COc1cc(/C=N/n2cnn(Cc3ccccc3Cl)c2=S)cc(OC)c1OC,-5%,u,u,4%,-10%,9%,-11%,-15%
CCOC(=O)CCc1c(C)n[nH]c1C,-10%,0%,x,1%,x,x,-1%,x
O=C(Nc1cccnc1)c1cccc(S(=O)(=O)N2CCOCC2)c1,7%,0%,7%,-2%,22%,1%,i,-1%[11.4 µM]
C=C(C)C1Cc2c(C)nn(-c3ccccn3)c2C1 (stereo unspecified),8%,-15%,1%,-7%,0%,-2%,i,x
